# ELG1 genotoxic – induces genotoxicity in HEK293T cells with luciferase-tagged ELG1; HEK293T ELG1-luciferase reporter, luminescence, 16 h; Potency, µM (series often up to 46 µM), for the others: at the top dose activity change, positive = activation, actives largely listed as activators; 1.3% of 330,000 active; AID 504466; also: % of control where 0% means no effect; nearly all actives have a fitted effect of over 60% in size
#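 Screening used a luciferase reporter fused to human ELG1 in HEK293T cells. Luminescence was read on a CCD plate imager after 16 hr exposure and 30 min ONE-Glo incubation.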
# BRCA1 expr up – increases BRCA1 expression; MCF7-BRCA1-FFLuc reporter, luminescence, 48 h; response scale: scaled: vehicle 0%, 10 µM genistein 100%; Potency, µM (titrated, usually from 46.1 µM), inactives show at the top dose activation, most hits filed as activators; 1.1% of 380,000 active; also: nearly all actives have a fitted effect of over 80% in size; some results filed as inactive show a strong effect at the top dose
#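 MCF7-BRCA1-FFLuc, 2000 cells/well; 2 h attach, 37 °C/5% CO2; compound 48 h; luciferase substrate 15 min; luminescence end-point. Norm. to genistein 10 microM max activation and DMSO; concentration-response curves fitted.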
# uPA surface inh – cell surface uPA generation inhibition; cell surface uPA generation assay, qHTS; Potency, µM (series often up to 38.3 µM), inactives show top-dose activity change, negative = inhibition, usual class: inhibitors; 0.31% of 330,000 active; active = well fitted inhibition curve with a large enough effect; inconclusive = small, poorly fitted or top-dose-only effect; inactive = no such curve, though single readings can be large or run the other way; tested in mouse RAW 264.7 cells; also: % is scaled to controls: 0 for no effect and ±100 for the full control effect; nearly all actives have a fitted effect of over 55% in size
# p53 reactivation – restores transcriptional activity of mutant p53; H1299 p53-A138V BP100-luciferase reporter, luminescence, 24 h; Potency, µM (top dose mostly 92.2 µM), for inactives: top-dose activity change, positive = activation, hits mostly activators; 0.063% of 320,000 active; AID 504706; also: % of control where 0% means no effect; nearly all actives have a fitted effect of over 45% in size
#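 H1299 (p53-null), stable ts p53-A138V + BP100-Luc; 1000 cells/well, Opti-MEM/10% FBS; cpd 4 pt, 1:5; 24 h, 37 deg C, 5% CO2; detection reagent 10 min RT; luminescence.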
# * hit, by the source's call; u = inconclusive; x = not tested or not shown; [ ] = another dose, or the depositor's remark. Unless noted, calls follow the shape of the dose curve; as a rule, active = well fitted activation curve with a large enough effect; inconclusive = small, poorly fitted or top-dose-only effect; inactive = no such curve, though single readings can be large or run the other way. Potency is read from the fitted curve at half-maximal effect.
nr	structure	ELG1 genotoxic	BRCA1 expr up	uPA surface inh	p53 reactivation
1	CCN(C[C@H]1N[C@@](Cc2ccccc2)(C(=O)OC)[C@H]2C(=O)N(Cc3ccccc3)C(=O)[C@@H]12)C(=O)Nc1ccc(F)cc1	-3%	-31%	-7%	2%
2	O=C(CN1C(=O)NC2(CCCCCC2)C1=O)Nc1ccccc1[N+](=O)[O-]	1%	1%	-3%	1%
3	COc1ccc(CNC(=O)c2cc(S(=O)(=O)N3CCCCC3)ccc2Cl)cc1OC	-5%	-22%	-5%	-7%
4	C[C@H](CO)N1C[C@H](C)[C@@H](CN(C)Cc2ccc(C(=O)O)cc2)Oc2c(NC(=O)Cc3ccccc3)cccc2C1=O	2%	-4%	7%	0%
5	COCCCNC(=O)C[C@H]1C[C@H](C(=O)N2CCOCC2)[C@@]2(C)c3[nH]c4cc(CCC(=O)N(C)C)ccc4c3CCN2C1=O	1%	6%	8%	1%
6	Cc1c(NC(=O)C(C)Oc2cccc(F)c2)c(=O)n(-c2ccccc2)n1C (configuration not stated)	1%	0%	10%	-10%
7	COc1ccc(C(=O)NNC(=O)c2cccc(S(=O)(=O)N3CCOCC3)c2)cc1	-1%	7%	6%	2%
8	Cn1cnc(C(=O)N2CCc3ccccc3C2)c1C(=O)N1CCc2ccccc2C1	-2%	0%	-3%	-1%
9	COc1ccc(OC)c(C(=O)N(C[C@H]2CC[C@@H]([C@@H]3CC[C@H](CO)O3)O2)C(C(=O)NC(C)(C)C)c2ccc(-c3ccccc3)cc2)c1 (some centres not stated)	-3%	-15%	u	-14%
10	C#CCN1C=C(C(=O)OCC)C(C)N(Cc2ccccc2I)S1(=O)=O (configuration not stated)	-2%	-56%	u	-3%
11	CC(C)(C)OC(=O)C[C@H]1C/C=C\C[C@@H](CC(=O)N[C@@H](CO)Cc2ccccc2)C(=O)NCCOC1=O	0%	2%	5%	-2%
12	CCCC1(CCC)NC(=O)N(CC(=O)N2CCc3ccccc32)C1=O	0%	-23%	1%	-3%
13	CC(O/N=C(\N)c1ccccc1)C(=O)Nc1cccc(C(F)(F)F)c1 (configuration not stated)	-3%	12%	-20%	5%
14	O=C(COC(=O)c1ccccn1)NCCc1ccc(Cl)cc1	0%	-19%	3%	-8%
15	Cc1cc(C(=O)COC(=O)c2cccnc2Cl)c(C)n1C	u	u	8.9µM*	-2%
16	CCOC(=O)C1=CN(Cc2cccc(F)c2)S(=O)(=O)NC1c1cccc(OC)c1 (configuration not stated)	0%	-8%	21%	7%
17	C=CCn1c(SCC(=O)NCC2CCCO2)nc2sc(CC)cc2c1=O (configuration not stated)	-2%	-13%	u	-4%
18	O=C(COC(=O)c1ccc(Br)o1)Nc1cccc(S(=O)(=O)N2CCCCC2)c1	-1%	-4%	1%	9%
19	O=C(COC(=O)C1CCC(=O)N1)Nc1cccc([N+](=O)[O-])c1 (configuration not stated)	1%	1%	5%	7%
20	O=C(OCc1cc(=O)n2ccsc2n1)c1ccccc1NCCO	7%	30%	1%	-6%

# Entries listed so far with four or more nitrogen atoms (4):
nr	structure	ELG1 genotoxic	BRCA1 expr up	uPA surface inh	p53 reactivation
1	CCN(C[C@H]1N[C@@](Cc2ccccc2)(C(=O)OC)[C@H]2C(=O)N(Cc3ccccc3)C(=O)[C@@H]12)C(=O)Nc1ccc(F)cc1	-3%	-31%	-7%	2%
2	O=C(CN1C(=O)NC2(CCCCCC2)C1=O)Nc1ccccc1[N+](=O)[O-]	1%	1%	-3%	1%
5	COCCCNC(=O)C[C@H]1C[C@H](C(=O)N2CCOCC2)[C@@]2(C)c3[nH]c4cc(CCC(=O)N(C)C)ccc4c3CCN2C1=O	1%	6%	8%	1%
8	Cn1cnc(C(=O)N2CCc3ccccc3C2)c1C(=O)N1CCc2ccccc2C1	-2%	0%	-3%	-1%

# (continued)
nr	structure	ELG1 genotoxic	BRCA1 expr up	uPA surface inh	p53 reactivation
21	C[C@@]12CCC3[C@@](CCC4[C@@]3(C)CCC[C@@]4(C)C(=O)N3CCOCC3)(CC1=O)C2 (some centres not stated)	-6%	0%	-3%	3%
22	CSc1nc(N)nc2c1ncn2CC(=O)NCCNc1ccc([N+](=O)[O-])cn1	0%	-1%	4%	-10%
23	CCOC(=O)[C@@H]1[C@H]2COc3cc(OC)ccc3[C@@H]2N2C(=O)N(c3ccc(OC)cc3)C(=O)[C@@]12C	1%	0%	8%	-3%
24	CCN(C(=O)COC(=O)c1cc2c(s1)CCCC2)c1c(N)n(Cc2ccccc2)c(=O)[nH]c1=O	-1%	-3%	-2%	-11%
25	COc1cccc(CN(C)C(=O)c2cc(S(=O)(=O)N3CCCC3)ccc2C)c1OC	-4%	-24%	33%[activator]	-2%
26	COc1ccc(C(=O)/C=C/c2ccc(O)cc2)c2c1CC(O)C(C)(C)O2 (configuration not stated)	-3%	-45%	-28%	-6%
27	COc1ccc(CCN(C)C(=O)COc2cccc(-n3cnnn3)c2)cc1OC	5%	-8%	-11%	-8%
28	O=C1NC[C@H](c2ccccc2)OC(=O)[C@@H](Cc2ccc(F)cc2)C/C=C\C[C@H]1CC(=O)N(CCO)Cc1ccccc1	-6%	-36%	u	-4%
29	CN(CC(=O)Nc1ccccc1C(F)(F)F)C(=O)CSc1nnc(-c2ccncc2)n1C	-1%	-20%	-8%	4%
30	Cc1cc(NC(=O)CSCC(=O)N2CCN(c3ccccc3)CC2)no1	4%	-1%	-4%	19%
31	CC1O[C@@H](OC2C(O)C(O)C(CO)O[C@H]2OC2C[C@]3(C)C(CC(O)C4[C@@H]([C@]5(C)CC[C@@H](C(C)(C)O)O5)CC[C@]43C)[C@@]3(C)CCC(O)C(C)(C)C23)C(O)C(O)C1O (some centres not stated)	0%	0%	-5%	-1%
32	C[C@H](CO)N1C[C@H](C)[C@@H](CN(C)S(C)(=O)=O)Oc2ccc(NS(=O)(=O)c3ccccc3)cc2C1=O	4%	0%	-46%	-4%
33	COc1ccc(S(=O)(=O)Nc2ccc3c(c2)C(=O)N([C@H](C)CO)C[C@H](C)[C@@H](CN(C)S(=O)(=O)c2ccc(F)cc2)O3)cc1	0%	-6%	4%	3%
34	CCc1ccc([C@@H]2CC=C(C(=O)O)[C@H](c3ccc(C(C)(C)C)cc3)N2S(=O)(=O)c2ccc(C)cc2)cc1	-12%	-51%	u	1%
35	COc1ccc2c(c1)[C@H]1[C@H](CO2)[C@H](c2ccccc2)[C@]2(C)C(=O)Nc3cc(F)ccc3C(=O)N12	2%	-40%	u	-2%
36	O=S(=O)(Nc1cccc(S(=O)(=O)N2CCCC2)c1)c1cccs1	-3%	-8%	-3%	-8%
37	C#CCOCCOCCOCCNc1nc(N2CCN(C(=O)C([C@@H](C)O)n3cc([C@@H](N)CCCCN)nn3)CC2)nc(N2CCN(C(=O)[C@H](CCC(=O)O)n3cc([C@@H](N)CCCCN)nn3)CC2)n1 (some centres not stated)	2%	-5%	-1%	10%
38	C=CC[C@H](CC(=O)N(CCO)Cc1ccccc1)C(=O)NCCOC(=O)[C@@H](CC=C)CC(=O)OC(C)(C)C	-1%	-33%	-1%	0%
39	NS(=O)(=O)c1ccc(CCNC(=O)C2CCN(C(=O)Nc3ccccc3)CC2)cc1	0%	0%	-2%	x
40	COc1ccc(/C=C/c2c(-c3ccc(OC)cc3)oc(=O)c3cc(OC)c(OC)cc23)cc1	0%	-49%	-1%	2%
41	Cc1ccccc1OCCC(=O)NNC(=O)c1ccccc1F	1%	4%	43%[activator]	0%
42	COC(=O)[C@]1(Cc2ccccc2)N[C@H](CN(C)S(=O)(=O)c2ccc(-c3ccccc3)cc2)[C@@H]2C(=O)N(Cc3ccccc3)C(=O)[C@@H]21	-1%	0%	7%	4%
43	C[C@@H]1CN([C@H](C)CO)C(=O)Cc2cc(NC(=O)Cn3cnnn3)ccc2O[C@@H]1CN(C)Cc1ccc(Cl)c(Cl)c1	-6%	-16%	10%	-3%
44	Cc1cc(=O)oc2cc(OCC(=O)N3CCOCC3)c(Cl)cc12	1%	16%	-2%	-6%
45	COc1cc(OC)c2c(-c3cccc(-c4ccoc4)c3)cc(=O)oc2c1	0%	-28%	10µM*	0%
46	O=C(Cc1ccsc1)NCC(=O)Nc1ccccc1Br	1%	4%	-10%	-1%
47	Cc1ccc(NC(=O)Cn2cnc3c(OCc4ccccc4)ncnc32)cc1C	3%	2%	u	-1%
48	COc1ccc2[nH]c3c(c2c1)CCN1C(=O)C(CC(=O)NCc2ccc(OC)c(OC)c2)C[C@H](C(=O)N2CCOCC2)[C@@]31CCC1CCCC1 (some centres not stated)	1%	-36%	u	-5%
49	Cc1ccccc1SCC(=O)OCC(=O)N1CC(=O)Nc2ccccc21	0%	-3%	5%	3%
50	O=C(COC(=O)CNC(=O)c1ccccc1)NCc1ccc2c(c1)OCO2	0%	4%	-8%	3%
51	COc1ccccc1NC(=O)COC(=O)C1CC2CCCC(C1)C2=O (configuration not stated)	1%	-14%	3%	-2%
52	COc1ccc(S(=O)(=O)N(C)C[C@H]2Oc3ccc(NC(=O)NC(C)C)cc3C(=O)N([C@H](C)CO)C[C@@H]2C)cc1	1%	-3%	-7%	14%
53	CCN(C[C@H]1N[C@@](CC)(C(=O)OC)[C@H]2C(=O)N(C)C(=O)[C@@H]12)C(=O)COC	5%	10%	10%	-5%
54	CCOC(=O)[C@H]1[C@H]2COc3ccccc3[C@@H]2N2C(=O)CN(Cc3ccc(C)cc3)C(=O)[C@@]12C	-1%	-4%	9%	-2%
55	O=C(COC(=O)Cc1c(F)cccc1Cl)NNC(=O)c1ccccc1	1%	16%	-3%	0%
56	Cc1ccc(S(=O)(=O)N2CCOCC2)cc1NC(=O)COC(=O)Cc1ccc(Cl)cc1	0%	1%	1%	2%
57	C=CC[C@@H](CC(=O)NCCO)C(=O)NC[C@@H](OC(=O)[C@H](CC=C)CC(=O)OC(C)(C)C)c1ccccc1	2%	2%	19%	2%
58	O=C(CCCOC(=O)c1ccc(O)cc1)c1ccccc1	0%	14%	2%	0%
59	COc1cc(/C=C/C(=O)O)cc(S(=O)(=O)NNC(=O)c2cc(C)oc2C)c1OC	0%	-5%	-2%	4%
60	Cc1cc(NC(=O)COC(=O)/C=C/c2ccc(C)o2)no1	0%	-15%	1%	6%
61	Cc1cccc(Nc2nnc(SCC(=O)NCC3CCCO3)s2)c1 (configuration not stated)	4%	-3%	-4%	21%
62	Cn1c(-c2ncc(F)cc2F)cc2onc(-c3c(F)cccc3Cl)c2c1=O	u	u	u	u
63	O=C(Cn1cnc2c(OCc3ccccc3)ncnc21)NCCCn1ccnc1	1%	1%	15%	7%
64	CC(C)N(C(=O)[C@H]1C[C@H](CC(=O)NCCCN(C)C)C(=O)N2CCc3c([nH]c4cc(-c5ccco5)ccc34)[C@]12C)C(C)C	u	-32%	1%	6%
65	CCC(CC)c1nnc(NC(=O)c2cc([N+](=O)[O-])ccc2N2CCOCC2)s1	0%	12%	-3%	-2%
66	COc1cc(/C=C/C(=O)OCC(=O)Nc2cc(S(=O)(=O)N3CCOCC3)ccc2Cl)cc(OC)c1OC	-1%	6%	-7%	-7%
67	CC1CC1C(=O)OCC(=O)Nc1ccc(S(=O)(=O)N2CCOCC2)cc1 (configuration not stated)	0%	-2%	5%	-2%
68	Cc1ccccc1C(=O)N1CCC(C(=O)N2CCN(Cc3ccc4c(c3)OCO4)CC2)CC1	-1%	-22%	-3%	-3%
69	CC(C)(C)c1ccc(C(=O)NCCC(=O)NNC(=O)COc2ccccc2F)cc1	-3%	0%	0%	19%
70	Cc1ccc(S(=O)(=O)N[C@H](C(=O)OCC(=O)NC(=O)C2CCCCC2)C(C)C)cc1	1%	-8%	6%	-12%

# (next part)
nr	structure	ELG1 genotoxic	BRCA1 expr up	uPA surface inh	p53 reactivation
71	O=C(CSc1ccc2ccccc2n1)NCCCN1CCCC1=O	4%	0%	11%	0%
72	NC(=O)C1CCN(C(=O)c2ccc(Cl)c(S(=O)(=O)N3CCCCCC3)c2)CC1	1%	22%	0%	-1%
73	CCN(CC(=O)NCc1cccs1)C(=O)Cc1ccc(C)c(C)c1	2%	-11%	17%	-2%
74	COc1cc2ccccc2cc1C(=O)NC1CCC(C)CC1 (configuration not stated)	u	59%	-12%	u
75	CCCCNS(=O)(=O)CCNCc1ccco1	5%	0%	-9%	-9%
76	Cc1c(Cl)cccc1NC(=O)CNC(=O)C1CC(=O)N(C2CCCC2)C1 (configuration not stated)	-1%	-3%	13%	-2%
77	CCN(CC)C(=O)[C@H]1C[C@H](CC(=O)NCCN2CCOCC2)C(=O)N2CCc3c([nH]c4cc(CCC(=O)N(C)C)ccc34)[C@]12C	4%	15%	6%	4%
78	COc1ccc2c(c1)-c1ccccc1S(=O)(=O)N(C)C2	-2%	7%	-16%	-8%

# Not all compounds are listed, so the mix of outcomes need not match the whole.
